Screening data as filed in PubChem BioAssay.
TNAP activation fold – human TNAP enzyme activators, primary screen, biochemical, luminescent, no phosphate acceptor, uHTS (AID 1001); purified TNAP, luminescent activation assay, no phosphate acceptor; higher activation fold means a stronger effect; activation fold at 20 µM, or EC50 in µM where a hit was titrated; 0.03% of 200,000 active; in the data active = activation fold from about 3, or a potency from the dose series; inactive = the rest, 99 in 100 with activation fold below about 1.6; note: many of its hits are not listed in these tables
WT yeast gro inh – growth inhibition of WT yeast, mitochondrial fusion screen; 2.1% of 190,000 active; AID 1362; mitochondrial fusion phenotypic screen, WT strain; inhibition, % at 10 µM; in the data active = inhibition above about 58%; tested in S. cerevisiae
Siah-1 displacement – blockers of Siah-1 interaction with plectin peptide – biochemical, fluorescence polarization, rhodamine-plectin, uHTS, primary screen (AID 1817); Siah-1 / rhodamine-plectin peptide fluorescence polarization; higher % means a stronger effect; displacement, % at 20 µM; hits with a dose series show IC50 in µM; 0.02% of 290,000 active;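 active = displacement of at least 50% at 20 µM, with a fluorescence ratio check between 0.3 and a set limit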;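 note: plate controls were Siah plus tracer with DMSO for no effect and tracer alone without Siah for full effect; strong numbers were not always called active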
Salmonella PhoP GFP – inhibitors of PhoP regulon expression, primary screen, Salmonella Typhimurium, GFP reporter (AID 1863); S. Typhimurium PhoP-regulated promoter GFP reporter, 4 h; higher % means a stronger effect; one-dose inhibition, % at 50 µM; IC50 in µM for titrated hits; 0.16% of 300,000 active;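 active = inhibition over 29.93%, a cutoff 3 SD above the screen mean, later confirmed by dose response; inconclusive = inhibition over 29.93% but no dose response follow-up; inactive = inhibition at most 29.93% or unconfirmed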;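 note: 0% = low Mg2+ inducing control and 100% = high Mg2+ repressing control; strong numbers were not always called active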
Myeloid diff MLP – myeloid differentiation induction. calls only at 10 µM. AID 624256. ER-HoxA9 myeloid progenitors, lysozyme-GFP differentiation, flow cytometry. 1% of 360,000 active;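 active = normalized GFP-positive differentiation at or above the plate's own cutoff, the solvent-only control mean plus 3 SD; inconclusive = no clear call, values can overlap the other calls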;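 note: cells exposed to compound for four days before flow analysis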
human PMI inhibitors – MPI inhibition at elevated mannose 6-phosphate – biochemical, fluorescence intensity, high mannose 6-phosphate, primary screen (AID 1220); inhibition, % at 20 µM; hits with a dose series show IC50 in µM; recombinant PMI enzyme, coupled fluorescence intensity; higher % means a stronger effect; 0.66% of 190,000 active
XIAP displacement – XIAP antagonists, biochemical, IAP family, fluorescence polarization (AID 1018) | XIAP BIR domain, fluorescence polarization peptide displacement; higher % means a stronger effect | one-dose displacement, % at 20 µM; IC50 in µM for titrated hits | 0.007% of 200,000 active; in the data active = displacement above about 50%; note: a part of the inactive calls stands beside numbers as strong as those of hits
human PMI inhibition – MPI enzyme activity inhibition – biochemical, fluorescence intensity, coupled assay, primary screen (AID 1209); purified PMI enzyme, coupled fluorescence intensity; higher % means a stronger effect; inhibition, % at 20 µM; hits with a dose series show IC50 in µM; 0.42% of 190,000 active;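 note: plate controls were DMSO vehicle for no effect and wells lacking substrate for full effect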
RSV CPE inhibition – RSV antiviral activity via CPE protection, HEp-2 cells, primary 10 µM value included (AID 2391) | CPE inhibition, % at 10 µM; hits with a dose series show IC50 in µM | HEp-2 cells, RSV-induced CPE inhibition; higher % means a stronger effect | 0.13% of 310,000 active; in the data active = a potency from the dose series; inconclusive = CPE inhibition mostly from about 23% at the one dose, without a potency; inactive = the rest, 99 in 100 with CPE inhibition below about 21%; note: strong numbers were not always called active
WT yeast gro inh mutant strain – further read-out of WT yeast gro inh, marked with its call; inhibition, %; mitochondrial fusion phenotypic screen, mutant strain inhibition
Myeloid diff MLP GFP+ MAC1+ % – further read-out of Myeloid diff MLP, marked with its call; GFP+ MAC1+ double positive, %; measured here: differentiation confirmed by MAC1 staining
An asterisk follows results filed as active. Cut-off read from the data, not from the text of the source, unless noted: active = inhibition above about 50%; inactive = the rest.

How did CC(C(=O)N1CCCCC1)n1ncn2cccc2c1=O (stereo not given) do in these assays?
TNAP activation fold: 1.1; WT yeast gro inh: -4.5; Siah-1 displacement: 7.6%; Salmonella PhoP GFP: -6.5%; Myeloid diff MLP: inactive; human PMI inhibitors: 4.8%; XIAP displacement: -0.1%; human PMI inhibition: 3.9%; RSV CPE inhibition: 0.1%; WT yeast gro inh mutant strain: 6.6; Myeloid diff MLP GFP+ MAC1+ %: 0.9

Results for O=C1CCC/C(=N\NC(=O)COc2ccc(Cl)cc2)C1 ?
TNAP activation fold: 1.2; WT yeast gro inh: -13.9; Siah-1 displacement: 0.7%; Salmonella PhoP GFP: 1.1%; Myeloid diff MLP: inactive; human PMI inhibitors: -8.3%; XIAP displacement: -7.2%; human PMI inhibition: -22.1%; RSV CPE inhibition: 1.0%; WT yeast gro inh mutant strain: 11.5; Myeloid diff MLP GFP+ MAC1+ %: 0.2

Results for O=C(NNC1=NCCC1)C1CC1 ?
TNAP activation fold: 1.1; WT yeast gro inh: -14.3; Siah-1 displacement: 14.4%; Salmonella PhoP GFP: 10.3%; Myeloid diff MLP: active; human PMI inhibitors: 15.4%; XIAP displacement: -6.8%; human PMI inhibition: 6.3%; RSV CPE inhibition: 3.9%; WT yeast gro inh mutant strain: -11.7; Myeloid diff MLP GFP+ MAC1+ %: 3.9*

How did COCCNC(=O)c1cc(C)ccc1C do in these assays?
TNAP activation fold: 1.1; WT yeast gro inh: 4.5; Siah-1 displacement: -0.9%; Salmonella PhoP GFP: -3.5%; Myeloid diff MLP: inactive; human PMI inhibitors: 2.9%; XIAP displacement: -1.9%; human PMI inhibition: 5.9%; RSV CPE inhibition: 0.8%; WT yeast gro inh mutant strain: 7.4; Myeloid diff MLP GFP+ MAC1+ %: 0.2

How did Cn1c(SCC(=O)NC2CCCCCC2)nnc1-c1ccco1 do in these assays?
Siah-1 displacement: 1.3%; Salmonella PhoP GFP: 0.4%; Myeloid diff MLP: inactive; RSV CPE inhibition: 1.4%; Myeloid diff MLP GFP+ MAC1+ %: 0.5

Results for O=C(Nc1ccc(NC(=O)c2cccs2)c(Cl)c1)c1cccs1 ?
Siah-1 displacement: 10.2%; Salmonella PhoP GFP: 16.3%; Myeloid diff MLP: inactive; RSV CPE inhibition: 7.7%; Myeloid diff MLP GFP+ MAC1+ %: 0.5

How did COc1ccc(S(=O)(=O)N(CC(=O)N/N=C/c2cccs2)c2cc(C)cc(C)c2)cc1OC do in these assays?
TNAP activation fold: 1; WT yeast gro inh: 2.9; Siah-1 displacement: 1.2%; Salmonella PhoP GFP: -2.6%; Myeloid diff MLP: inactive; human PMI inhibitors: 23.9%; XIAP displacement: 1.0%; human PMI inhibition: 30.1%; RSV CPE inhibition: 9.8%; WT yeast gro inh mutant strain: -0.6; Myeloid diff MLP GFP+ MAC1+ %: 4.3

Results for CCOc1ccc(OCC)c(S(=O)(=O)N2CCC(C)CC2)c1 ?
TNAP activation fold: 1.1; WT yeast gro inh: 5.3; Siah-1 displacement: -0.3%; Salmonella PhoP GFP: 7.9%; Myeloid diff MLP: inactive; human PMI inhibitors: 4.2%; XIAP displacement: -5.5%; human PMI inhibition: 6.5%; RSV CPE inhibition: 1.0%; WT yeast gro inh mutant strain: -1.6; Myeloid diff MLP GFP+ MAC1+ %: 6.8

Results for CCOC(=O)CNC(=O)C1(/C=C/c2ccccc2)CC(=O)N1c1ccc(OC)cc1 (stereo not given) ?
Siah-1 displacement: 1.5%; Salmonella PhoP GFP: 10.4%; Myeloid diff MLP: inactive; RSV CPE inhibition: 1.3%; Myeloid diff MLP GFP+ MAC1+ %: 0.5

What do the screens show for `CCC1CCCCN1CC(=O)Nc1cc(OC)c(OC)cc1C#N` (stereo not given)?
TNAP activation fold: 1; WT yeast gro inh: -12.8; Siah-1 displacement: -3.7%; Salmonella PhoP GFP: -8.8%; Myeloid diff MLP: inactive; human PMI inhibitors: 9.4%; XIAP displacement: -14.4%; human PMI inhibition: 6.4%; WT yeast gro inh mutant strain: -5.0; Myeloid diff MLP GFP+ MAC1+ %: 0.1

Reprinted from the part before: two entries; new compounds follow.
Results for CCOC(=O)CNC(=O)C1(/C=C/c2ccccc2)CC(=O)N1c1ccc(OC)cc1 (stereo not given) ?
Siah-1 displacement: 1.5%; Salmonella PhoP GFP: 10.4%; Myeloid diff MLP: inactive; RSV CPE inhibition: 1.3%; Myeloid diff MLP GFP+ MAC1+ %: 0.5

What do the screens show for `CCC1CCCCN1CC(=O)Nc1cc(OC)c(OC)cc1C#N` (stereo not given)?
TNAP activation fold: 1; WT yeast gro inh: -12.8; Siah-1 displacement: -3.7%; Salmonella PhoP GFP: -8.8%; Myeloid diff MLP: inactive; human PMI inhibitors: 9.4%; XIAP displacement: -14.4%; human PMI inhibition: 6.4%; WT yeast gro inh mutant strain: -5.0; Myeloid diff MLP GFP+ MAC1+ %: 0.1

What do the screens show for `O=C1CCCC(O)=C1Sc1ccccc1C(=O)O`?
TNAP activation fold: 1.1; WT yeast gro inh: -10.7; Siah-1 displacement: 0.1%; Salmonella PhoP GFP: -7.4%; Myeloid diff MLP: inactive; human PMI inhibitors: 11.2%; XIAP displacement: -5.3%; human PMI inhibition: -1.9%; RSV CPE inhibition: 1.1%; WT yeast gro inh mutant strain: 4.7; Myeloid diff MLP GFP+ MAC1+ %: 0.1

Results for CN(C)S(=O)(=O)c1cccc(C(=O)Nc2cc(Cl)ccc2O)c1 ?
TNAP activation fold: 1.1; WT yeast gro inh: -3.7; Siah-1 displacement: -1.0%; Salmonella PhoP GFP: 4.4%; Myeloid diff MLP: inactive; human PMI inhibitors: 8.8%; XIAP displacement: -10.8%; human PMI inhibition: 17.5%; RSV CPE inhibition: inconclusive; WT yeast gro inh mutant strain: -6.8; Myeloid diff MLP GFP+ MAC1+ %: 0.5

Results for COc1cc(C)nn1-c1ccc(Cl)cc1 ?
TNAP activation fold: 1.1; WT yeast gro inh: 0.8; Siah-1 displacement: 2.7%; Salmonella PhoP GFP: 4.8%; Myeloid diff MLP: inactive; human PMI inhibitors: -7.9%; XIAP displacement: -3.3%; human PMI inhibition: -9.7%; RSV CPE inhibition: 1.0%; WT yeast gro inh mutant strain: 20.3; Myeloid diff MLP GFP+ MAC1+ %: 0.5

Results for COC(=O)c1sccc1NC(=O)c1ccc(OC)c(OC)c1 ?
TNAP activation fold: 1.1; WT yeast gro inh: 3.3; Siah-1 displacement: -0.1%; Salmonella PhoP GFP: 7.9%; Myeloid diff MLP: inactive; human PMI inhibitors: -4.0%; XIAP displacement: -6.0%; human PMI inhibition: 0.5%; RSV CPE inhibition: 0.7%; WT yeast gro inh mutant strain: -0.3; Myeloid diff MLP GFP+ MAC1+ %: 0.2

Results for CC(=O)Nc1ccc(NC(=O)C(C)OC(=O)CCC2CCCCC2)cc1 (stereo not given) ?
Siah-1 displacement: 0.5%; Salmonella PhoP GFP: 6.6%; Myeloid diff MLP: inactive; RSV CPE inhibition: 1.5%; Myeloid diff MLP GFP+ MAC1+ %: 0.0

How did N=c1c(S(=O)(=O)c2ccccc2)cc2c(=O)n3ccccc3nc2n1C1CCCC1 do in these assays?
Siah-1 displacement: 3.0%; Salmonella PhoP GFP: -5.5%; Myeloid diff MLP: active; RSV CPE inhibition: 4.6%; Myeloid diff MLP GFP+ MAC1+ %: 3.2*

What do the screens show for `CCc1ccc2c(c1)cc(CN(C(=S)Nc1ccccc1Cl)C1CC1)c1nnnn12`?
TNAP activation fold: 1; WT yeast gro inh: -2.9; Siah-1 displacement: -1.3%; Salmonella PhoP GFP: -8.9%; Myeloid diff MLP: inactive; human PMI inhibitors: -2.5%; XIAP displacement: -6.3%; human PMI inhibition: -0.1%; RSV CPE inhibition: 1.4%; WT yeast gro inh mutant strain: 10.4; Myeloid diff MLP GFP+ MAC1+ %: 1.0

What do the screens show for `COc1ccc(CNc2nc3nc(C)cc(C)n3n2)cc1OC`?
TNAP activation fold: 1; WT yeast gro inh: -11.4; Siah-1 displacement: -2.7%; Salmonella PhoP GFP: -2.2%; Myeloid diff MLP: inactive; human PMI inhibitors: -0.1%; XIAP displacement: -4.4%; human PMI inhibition: 0.3%; RSV CPE inhibition: -0.3%; WT yeast gro inh mutant strain: -21.4; Myeloid diff MLP GFP+ MAC1+ %: 2.0

What do the screens show for `Cc1ccn2cc(C(=O)Nc3ccccc3N3CCOCC3)nc2c1`?
TNAP activation fold: 1.1; WT yeast gro inh: -15.7; Siah-1 displacement: 2.1%; Salmonella PhoP GFP: 6.0%; Myeloid diff MLP: inactive; human PMI inhibitors: 15.6%; XIAP displacement: -6.4%; human PMI inhibition: 11.4%; RSV CPE inhibition: 0.5%; WT yeast gro inh mutant strain: 8.2; Myeloid diff MLP GFP+ MAC1+ %: 1.4

Results for CC(=O)Nc1cc(S(=O)(=O)C(F)(F)F)ccc1Cl ?
TNAP activation fold: 1; WT yeast gro inh: -22.7; Siah-1 displacement: -2.7%; Salmonella PhoP GFP: -5.6%; Myeloid diff MLP: inactive; human PMI inhibitors: -1.8%; XIAP displacement: -5.3%; human PMI inhibition: 1.8%; RSV CPE inhibition: 0.8%; WT yeast gro inh mutant strain: -9.2; Myeloid diff MLP GFP+ MAC1+ %: 0.6

Results for C=C(C)Cn1c(N2CCC(Cc3ccccc3)CC2)nc2c1c(=O)[nH]c(=O)n2C ?
TNAP activation fold: 1.1; WT yeast gro inh: 40.0; Siah-1 displacement: 7.1%; Salmonella PhoP GFP: 0.1%; Myeloid diff MLP: inactive; human PMI inhibitors: 1.2%; XIAP displacement: -5.7%; human PMI inhibition: 5.3%; RSV CPE inhibition: inconclusive; WT yeast gro inh mutant strain: -9.5; Myeloid diff MLP GFP+ MAC1+ %: 0.2

What do the screens show for `C1=C(c2ccco2)N2CCN=C2S1`?
Siah-1 displacement: 1.0%; Salmonella PhoP GFP: -2.5%; Myeloid diff MLP: inactive; RSV CPE inhibition: -0.3%; Myeloid diff MLP GFP+ MAC1+ %: 0.2

How did CCOc1ccc(S(=O)(=O)N(CC(=O)NCc2ccncc2)c2ccc(C)cc2)cc1 do in these assays?
Siah-1 displacement: 3.1%; Salmonella PhoP GFP: 4.0%; Myeloid diff MLP: inactive; RSV CPE inhibition: 0.9%; Myeloid diff MLP GFP+ MAC1+ %: 3.9

Results for N/C(=N\OC(=O)COc1ccc2ccccc2c1)c1cccnc1 ?
TNAP activation fold: 1.1; WT yeast gro inh: 5.3; Siah-1 displacement: 0.0%; Salmonella PhoP GFP: 21.8%; Myeloid diff MLP: inactive; human PMI inhibitors: 18.8%; XIAP displacement: -2.5%; human PMI inhibition: 20.7%; RSV CPE inhibition: 4.3%; WT yeast gro inh mutant strain: -27.6; Myeloid diff MLP GFP+ MAC1+ %: 1.0
